# Screening results: PubChem BioAssay, several laboratories
# KCNQ1 inh: human KCNQ1 channel inhibition. B-score at 10 µM. P51787. 310,000 tested, 1.3% active. CHO-K1 KCNQ1, FluxOR thallium flux fluorescence; active compounds read high;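 active = compounds whose thallium flux B-score, printed positive for inhibition, exceeds three library SD while starting fluorescence stays within three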;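 also: channel opened by potassium depolarization with thallium stimulus after 20 min compound exposure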
# KCNQ1 pot: potentiators or activators of human KCNQ1 potassium channel; 310,000 tested, 0.35% active; B-score at 10 µM; P51787; CHO-K1 KCNQ1, thallium flux FluxOR fluorescence; active compounds read high; AID 2648;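 active = fluorescence ratio B-score, a plate-corrected score, at least three library SD, with initial intensity B-score within 5 SD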
#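 Test system: CHO-K1 cells stably expressing KCNQ1 / Medium: assay buffer / Also added: depolarizing K+/Tl+ stimulus, K2SO4 and Tl2SO4 each 12.5 mM in 5x stock / Incubation: 90 min dye loading and 20 min compound exposure, both at room temperature / Signal: thallium influx via FluxOR fluorescence, kinetic imaging / Evaluation: B score of baseline-normalized fluorescence ratio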
# Dyrk1A ADPGlo: Dyrk1A (rat) kinase inhibition | 310,000 tested, 0.43% active | Q63470 | inhibition, % at 12.5 µM | ADP-Glo luminescence, NFATc1 peptide | AID 504441; in the data active = inhibition above about 50%;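 also: plate controls were vehicle with enzyme for no effect and no enzyme for full effect; many of its hits are not listed in these tables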
# hERG protect: compounds protecting human hERG from proarrhythmic drug block | CHO-hERG, FluxOR thallium flux, dofetilide IC70 present | activation (rescue from dofetilide block), less the hit threshold, % at 10 µM | 310,000 tested, 0.51% active;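 active = activation above the mean of controls blocked by dofetilide plus 5 SD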;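 also: thallium influx through hERG after potassium depolarization seen as dye fluorescence rise; in these data hits start at about 4.7%; inactives centre near -7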
# KCNK3 inh: human KCNK3 channel inhibition, primary screen; CHO-KCNK3 thallium flux, FluxOR fluorescence; active compounds read low; B-score at 10 µM; 340,000 tested, 0.84% active;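 active = B-score under library mean minus 4 SD, starting fluorescence ratio at most library mean plus 5 SD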;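 also: more negative B-score means stronger inhibition of thallium flux through KCNK3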
# PolyA inh: inhibitors of polyadenylation in S. cerevisiae; S. cerevisiae SKY197-pL101 polyadenylation reporter, beta-gal luminescence; efflux-impaired pdr1/pdr3 knockout yeast; score 100 = 6 SD above DMSO; 300,000 tested, 0.02% active; calls only at 12 µM;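 active = lowest replicate activity score at least 50, where 100 means six control SD above control mean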;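 also: yeast exposed to compound for 9 h at 30 °C; higher score means more reporter readthrough which indicates perturbed polyadenylation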
# Platelet DG rel: platelet dense granule release activity | human platelet-rich plasma, SFLLRN dense granule ATP release, luminescence | inhibition, %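 (compounds screened at 7.5 µM in platelet-rich plasma)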 | 300,000 tested, 0.22% active;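 active = mean replicate score, as percent of positive control, at or above 50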
# TRPC4 act: opens the mouse TRPC4 cation channel; HEK293 TRPC4beta/mu-opioid, Fluo4 calcium fluorescence; active compounds read high; Q9QUQ5; AID 2237; 310,000 tested, 0.49% active; B-score at 10 µM;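 active = B-score above 5 SD of library B-scores, and initial fluorescence ratio not above library mean plus 5 SD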;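 also: positive B-score marks a calcium rise read as TRPC4 activation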
# Target sequence (Q9QUQ5 whole entry, looked up): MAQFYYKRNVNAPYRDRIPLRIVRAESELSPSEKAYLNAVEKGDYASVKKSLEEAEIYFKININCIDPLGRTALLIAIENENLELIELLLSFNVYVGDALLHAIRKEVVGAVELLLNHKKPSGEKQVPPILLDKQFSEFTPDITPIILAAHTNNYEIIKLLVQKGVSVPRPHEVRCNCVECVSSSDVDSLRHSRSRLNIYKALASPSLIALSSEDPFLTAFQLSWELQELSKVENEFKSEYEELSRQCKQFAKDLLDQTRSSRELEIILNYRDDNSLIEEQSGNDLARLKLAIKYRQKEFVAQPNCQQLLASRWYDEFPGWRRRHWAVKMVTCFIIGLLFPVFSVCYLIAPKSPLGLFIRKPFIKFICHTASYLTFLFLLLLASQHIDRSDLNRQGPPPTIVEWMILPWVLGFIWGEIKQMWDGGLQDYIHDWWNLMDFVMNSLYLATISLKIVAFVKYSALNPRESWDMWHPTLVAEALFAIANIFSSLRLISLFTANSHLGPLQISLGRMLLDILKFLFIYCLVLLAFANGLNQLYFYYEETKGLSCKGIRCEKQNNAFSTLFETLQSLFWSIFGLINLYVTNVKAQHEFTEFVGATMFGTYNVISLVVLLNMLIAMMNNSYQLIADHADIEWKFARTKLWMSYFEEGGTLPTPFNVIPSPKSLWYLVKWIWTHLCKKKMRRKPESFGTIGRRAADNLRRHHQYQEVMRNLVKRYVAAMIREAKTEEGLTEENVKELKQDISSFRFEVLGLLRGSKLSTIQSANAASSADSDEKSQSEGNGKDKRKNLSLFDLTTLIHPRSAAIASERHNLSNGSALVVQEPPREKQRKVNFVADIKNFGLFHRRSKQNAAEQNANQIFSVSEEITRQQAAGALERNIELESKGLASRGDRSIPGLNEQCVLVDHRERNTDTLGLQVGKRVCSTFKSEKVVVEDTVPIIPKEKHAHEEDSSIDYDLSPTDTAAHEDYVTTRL
#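 System: HEK293 cells stably co-expressing mouse TRPC4beta and mu-opioid receptor; Schedule: Fluo4 dye loading 45 min at room temperature, 110 s recording; Detection: Fluo4 fluorescence, kinetic; Evaluation: B-scored integrated calcium fluorescence ratio; Controls: buffer (low) and maximal DAMGO (high).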
# KCNK9 inh: inhibitors of human KCNK9 two-pore domain potassium channel | Q9NPC2 | HEK293 KCNK9, FluxOR thallium flux fluorescence; active compounds read low | B-score at 10 µM | 310,000 tested, 1.2% active;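 active = ratio B-score over 3 SD below the library mean, with starting fluorescence within 5 SD of its mean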;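 also: negative B-score means less thallium flux so channel inhibition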
# TRPC4 block: blocks the mouse TRPC4 cation channel. Q9QUQ5. HEK293 TRPC4beta/mu-opioid, DAMGO-evoked Fluo4 calcium flux; active compounds read low. B-score at 10 µM. 300,000 tested, 0.39% active. AID 2247;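 active = B-score over 3 SD under the library average, no early fluorescence shift, positive overall ratio signal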
#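 Material: HEK293 cells with stable TRPC4beta plus mu-opioid receptor expression / Probe or stimulus: DAMGO in two steps, submaximal then maximal / Compound: single concentration per test compound / Technique: kinetic Fluo4 fluorescence imaging of calcium influx / Read-out: per-well B score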
# TRPC4 PAM: allosteric potentiators of mouse TRPC4 channel | B-score at 10 µM | AID 2227 | 310,000 tested, 0.42% active | HEK293 TRPC4beta/mu-opioid, DAMGO EC20, Fluo-4 Ca2+ flux; active compounds read high | Q9QUQ5;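 active = B-score of calcium response area above 5 SD of library B-scores, with initial fluorescence ratio within 5 SD of library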;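 also: B-score of integrated fluorescence ratio over time as area under calcium response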
# * = called active by the depositor; i = inactive; x = not tested or not shown. Some of the compounds tested; rates above refer to the full screens.
SMILES	KCNQ1 inh	KCNQ1 pot	Dyrk1A ADPGlo	hERG protect	KCNK3 inh	PolyA inh	Platelet DG rel	TRPC4 act	KCNK9 inh	TRPC4 block	TRPC4 PAM
NC(=O)c1nsc(C(=O)N(Cc2ccc(F)cc2)C(C(=O)NCC2CCCO2)c2ccc(O)cc2)c1N (stereo unspecified)	i	i	-1	-9	i	i	3	i	i	-10*	i
Cn1c(SCc2cccc(C(F)(F)F)c2)nnc1-c1ccco1	i	i	6	-9	i	i	0	i	i	i	i
COCCNC(=S)N1CCN(c2nc(-c3cccc(OC)c3)cs2)CC1	i	i	1	-6	i	i	3	i	i	i	i
CCCn1c(SCC(=O)Nc2nc3ccccc3s2)nc2c1c(=O)n(C)c(=O)n2C	i	i	-5	-2	i	i	3	i	i	i	i
COc1ccc2cc(CCNC(=O)C3CC3)c(=O)[nH]c2c1	i	i	3	-4	i	i	4	i	i	i	i
Cc1ccc(NC(=S)NCC2CCN(C(C)c3ccccc3)C2)cc1 (stereo unspecified)	i	i	-4	-10	i	i	4	i	i	i	i
Cc1ccc(NC(=O)COC(=O)c2sccc2C)cc1S(=O)(=O)N1CCOCC1	i	i	-1	-17	i	i	-5	i	i	i	i
CCCCCCCCCCOC(=O)Cn1c(COc2cccc(C)c2)[n+](C)c2ccccc21	i	i	2	-13	-10*	i	-2	i	-14*	i	i
Cn1c(=O)c2c(nc(NCCNC(=O)c3ccco3)n2Cc2ccccc2Cl)n(C)c1=O	i	i	-11	-12	i	i	6	i	i	i	i
CCOc1cccc(/C=N/Nc2ccc(S(=O)(=O)N(CC)CC)cn2)c1O	i	i	-6	-6	i	i	-7	i	i	i	i
CN(C)CCOCCP(=O)(c1ccccc1)c1ccccc1	i	i	2	-5	i	i	-2	i	i	i	i
CC(=O)N1CCN=C1SCc1ccc(Cl)cc1	i	i	4	1	i	i	12	i	i	i	i
Cc1c(Cl)cccc1NC(=O)CC1Sc2ccccc2NC1=O (stereo unspecified)	i	i	-3	-4	i	i	4	i	i	i	i
NC(=O)CSc1ccc(Br)cc1	i	i	2	-16	i	i	4	i	i	i	i
Cc1nn(-c2ccccc2)c(-c2ccccc2[N+](=O)[O-])c1C(=O)O	i	i	x	-8	i	i	10	i	i	i	i
C/C(=N/OC(=O)c1ccc(C)cc1)c1cccs1	i	i	28	-7	i	i	59*	i	i	i	i
CCCOc1ccc(C(=O)Nc2cccnc2)cc1	i	i	7	-6	i	i	3	i	i	i	i
CCCCCCN1CC(=O)N2Cc3[nH]c4ccccc4c3C[C@H]2C1=O	i	i	x	-4	i	i	1	i	i	i	i
Cc1nn(-c2cc(C)c3ccccc3n2)c2c1C1C(C2)C1(C)C (stereo unspecified)	i	i	x	-2	i	i	8	i	i	i	i
CSc1nc(=O)n2cccc(C)c2n1	i	i	18	-7	i	i	-1	i	i	i	i
Cc1ccc(NC(=O)CCNS(=O)(=O)c2ccc(Br)s2)cc1	i	i	3	-2	i	i	-8	i	i	i	i
CSc1ccccc1NC(=O)CN(c1cccc(C)c1)S(C)(=O)=O	i	i	-5	-12	i	i	17	i	i	i	i
CCCCn1c(N)c(N(CC(C)C)C(=O)COC(=O)Cc2c(C)nc3ccccc3c2C)c(=O)[nH]c1=O	i	i	1	-1	i	i	28	i	i	i	i
Cc1ccc(C(CC(=O)NCc2ccco2)c2ccccc2)c(O)c1 (stereo unspecified)	i	i	6	-17	i	i	1	i	i	i	i
CCCCn1c(SCC(=O)Nc2cc(C)on2)nnc1-c1ccncc1	i	i	-1	-10	i	i	2	i	i	i	i
Cc1cccc2cc(-c3nc4c(C)cccn4c3NCc3ccco3)c(=O)[nH]c12	i	i	-5	-8	i	i	-4	i	i	i	i
Cc1nc2c(C#N)cnn2c2c1CCNN2C	i	i	3	-4	i	i	7	i	i	i	i
Cn1c(SCC(=O)c2cccs2)nnc1-c1ccco1	i	i	-8	-14	i	i	3	i	i	i	i
CCCn1c(-c2cccs2)nc2c1c(=O)[nH]c(=O)n2Cc1ccccc1	i	i	17	-4	i	i	-1	i	i	i	i
Cc1cc2c(c(=O)n1Cc1ccco1)C(c1cccnc1)C(C#N)=C(N)O2 (stereo unspecified)	i	i	1	-16	i	i	3	i	i	i	i
CCC(OC(=O)c1ccco1)C(=O)NCc1ccco1 (stereo unspecified)	i	i	-6	-9	i	i	-2	i	i	i	i
C=CCOc1cc(OC)c(OC)c(OC)c1	i	i	-6	-15	i	i	8	i	i	i	i
O=c1[nH]ncc(N/N=C/c2ccccc2)c1Cl	i	i	19	-12	i	i	8	i	i	i	i
COc1ccc(Cc2noc(CN3CCN(c4ccc(Cl)cn4)CC3)n2)cc1OC	i	i	-2	-18	i	i	13	i	i	i	i
Cc1c(C(=O)NC(=S)Nc2cccnc2)cccc1[N+](=O)[O-]	i	i	-2	-12	i	i	0	i	i	i	i
CN(C)S(=O)(=O)N(CC(=O)Nc1cccc(F)c1)c1ccccc1	i	i	2	-12	i	i	-4	i	i	i	i
O=C(NCC(c1cccs1)N1CCOCC1)c1cc(-c2ccc(F)cc2)nc2ccccc12 (stereo unspecified)	i	i	10	-15	i	i	1	i	i	i	i
O=C(Nc1cc(S(=O)(=O)N2CCOCC2)ccc1N1CCOCC1)c1ccc(Cl)nc1	i	i	2	-12	i	i	-3	i	i	i	i
COC(=O)Nc1cc(C)nc2ccccc12	i	i	11	-8	i	i	-7	i	i	i	i
NC(=O)N/N=C/c1coc2ccc(O)cc2c1=O	i	i	1	-7	i	i	4	i	i	i	i

# Structures from the list above that have a nitro group on carbon, in the order listed:
SMILES	KCNQ1 inh	KCNQ1 pot	Dyrk1A ADPGlo	hERG protect	KCNK3 inh	PolyA inh	Platelet DG rel	TRPC4 act	KCNK9 inh	TRPC4 block	TRPC4 PAM
Cc1nn(-c2ccccc2)c(-c2ccccc2[N+](=O)[O-])c1C(=O)O	i	i	x	-8	i	i	10	i	i	i	i
Cc1c(C(=O)NC(=S)Nc2cccnc2)cccc1[N+](=O)[O-]	i	i	-2	-12	i	i	0	i	i	i	i

# Continued.
SMILES	KCNQ1 inh	KCNQ1 pot	Dyrk1A ADPGlo	hERG protect	KCNK3 inh	PolyA inh	Platelet DG rel	TRPC4 act	KCNK9 inh	TRPC4 block	TRPC4 PAM
O=C(Nc1ncc([N+](=O)[O-])s1)c1ccco1	i	i	-2	-9	i	i	13	i	i	i	i
COC(=O)c1cccc(NC(=O)c2onc3c2CCCC3)c1	i	i	3	-7	i	i	-2	i	i	i	i
Clc1ccc(-c2nnc(-c3ccc(Br)cc3)c(N3CCSCC3)n2)cc1	i	i	-6	-9	i	i	3	i	i	i	i
COC(=O)c1ccc(NC(C(=O)OC)C(C)C)c([N+](=O)[O-])c1 (stereo unspecified)	i	i	-6	-5	i	i	-5	i	i	i	i
N#Cc1cc(S(=O)(=O)c2ccc(Cl)cc2)c(N)[nH]c1=O	i	i	-6	-11	i	i	5	i	i	i	i
C=CCSc1nnc(-c2ccc([N+](=O)[O-])cc2)o1	i	i	1	-7	i	i	-3	i	i	i	i
C/C(=N\NC(=O)c1ccc(CSc2nncn2C)cc1)c1cccs1	i	i	-5	2	i	i	14	i	i	i	i
Cc1cccc(C(=O)Oc2ccc(/C=N/NC(=O)c3ccc(O)cc3)cc2)c1	i	i	-1	-8	i	i	4	i	i	i	i
CC(C)(C)n1nnnc1C(c1cc2cc3c(cc2[nH]c1=O)OCCO3)N1CCSCC1 (stereo unspecified)	i	22*	-6	9.2*	i	i	18	i	i	i	i
COc1ccc(CCNC(=O)c2ccccc2SC)cc1	i	i	0	-1	i	i	-4	i	i	i	i

# Arranged by heavy-atom count (ascending): 4 of the compounds above
SMILES	KCNQ1 inh	KCNQ1 pot	Dyrk1A ADPGlo	hERG protect	KCNK3 inh	PolyA inh	Platelet DG rel	TRPC4 act	KCNK9 inh	TRPC4 block	TRPC4 PAM
COc1ccc(CCNC(=O)c2ccccc2SC)cc1	i	i	0	-1	i	i	-4	i	i	i	i
C/C(=N\NC(=O)c1ccc(CSc2nncn2C)cc1)c1cccs1	i	i	-5	2	i	i	14	i	i	i	i
Clc1ccc(-c2nnc(-c3ccc(Br)cc3)c(N3CCSCC3)n2)cc1	i	i	-6	-9	i	i	3	i	i	i	i
Cc1cccc(C(=O)Oc2ccc(/C=N/NC(=O)c3ccc(O)cc3)cc2)c1	i	i	-1	-8	i	i	4	i	i	i	i

# The main list resumes with the 2 entries that preceded the break.
SMILES	KCNQ1 inh	KCNQ1 pot	Dyrk1A ADPGlo	hERG protect	KCNK3 inh	PolyA inh	Platelet DG rel	TRPC4 act	KCNK9 inh	TRPC4 block	TRPC4 PAM
CC(C)(C)n1nnnc1C(c1cc2cc3c(cc2[nH]c1=O)OCCO3)N1CCSCC1 (stereo unspecified)	i	22*	-6	9.2*	i	i	18	i	i	i	i
COc1ccc(CCNC(=O)c2ccccc2SC)cc1	i	i	0	-1	i	i	-4	i	i	i	i
O=c1/c(=C/c2ccc([N+](=O)[O-])cc2)sc2n1CCCN=2	i	i	2	-7	i	i	33	i	i	i	i
O=C(NCc1cccnc1)NC1(c2ccccc2)CC1	i	i	0	-5	i	i	-7	i	i	i	i
COc1ccccc1N1CCN(C2CC(=O)N(c3ccc(Cl)cc3)C2=O)CC1 (stereo unspecified)	i	i	3	-9	i	i	-6	i	i	i	i
Cc1cccc2sc(NS(C)(=O)=O)nc12	i	i	0	-7	i	i	0	i	i	i	i
CCn1nc(C)c(Br)c1-c1nc(-c2cccc(C)c2)no1	i	i	x	-3	i	i	11	i	i	i	i
CC(C)N1CCc2c(sc(NC(=O)c3nc4ccccc4s3)c2C(N)=O)C1	i	i	x	-8	i	i	1	i	i	i	i
CC(C)c1ccc(OCC(=O)NC2CCCC2)cc1	i	i	x	-8	i	i	-29	i	i	i	i
COc1cc(/C=C2/C(=O)N(c3ccc(Br)cc3)N=C2C)cc(OC)c1OC	8*	i	2	-8	i	i	-2	i	i	i	i
Cc1ccc(/C=N/NC(=O)CNC(=O)Cc2ccccc2)o1	i	i	-9	-7	i	i	12	i	i	i	i
COc1cc(C(=O)N/N=C(\C)Cn2nc([N+](=O)[O-])cc2C)ccc1O	i	i	10	-7	i	i	-1	i	i	i	i
CCOc1ccc2nc(NC(=O)CSc3ccc(Cl)cc3)sc2c1	i	i	-5	-16	i	i	1	i	i	i	i
